Screening results (PubChem BioAssay)
Rtt109 Vps75 – blocks Candida albicans Rtt109/Vps75 acetyltransferase activity; Q5AAJ8; purified Rtt109/Vps75, ThioGlo CoA-SH fluorescence, 4 h; inhibition, % at 34.9 µM; 330,000 tested, 0.16% active; AID 540336;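 active = inhibition of at least 50% in every replicate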
Target sequence (Q5AAJ8 whole entry, looked up): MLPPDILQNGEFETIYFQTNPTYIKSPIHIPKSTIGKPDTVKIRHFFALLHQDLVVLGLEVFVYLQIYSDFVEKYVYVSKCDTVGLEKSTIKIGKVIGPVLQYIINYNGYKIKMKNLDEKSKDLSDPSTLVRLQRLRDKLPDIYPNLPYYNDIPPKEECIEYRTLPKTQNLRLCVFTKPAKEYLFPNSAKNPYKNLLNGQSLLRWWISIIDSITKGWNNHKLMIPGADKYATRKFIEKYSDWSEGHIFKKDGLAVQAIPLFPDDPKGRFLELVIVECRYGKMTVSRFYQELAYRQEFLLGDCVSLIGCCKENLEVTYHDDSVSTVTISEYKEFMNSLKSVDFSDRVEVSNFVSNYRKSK
Keap1-Nrf2 PPI – inhibitors of human Keap1-Nrf2 protein-protein interaction. Keap1 Kelch-Nrf2 peptide fluorescence polarization, 1536-well. AID 504523. Q14145. inhibition, % at 9.4 µM. 340,000 tested, 0.15% active; in the data active = inhibition above about 12%;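 note: human Keap1 Kelch domain with fluorescein labeled Nrf2 9mer peptide probe; 0% = neutral control wells and 100% = peptide positive control; higher means more block of Keap1 binding to Nrf2 peptide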
PfHsp90 yeast 2 – reduces growth (ATP signal) of yeast expressing P. falciparum Hsp90; S. cerevisiae expressing PfHsp90, BacTiter-Glo ATP, 48 h; yeast lacking PDR1 and PDR3 efflux regulators; inhibition, % at 9.4 µM; 310,000 tested, 0.32% active; AID 504621;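 active = every replicate shows inhibition above about 80%, whatever the replicate mean, limit read from the data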;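 note: 0% = DMSO neutral controls and 100% = 20 µM radicicol positive controls; yeast relying on Plasmodium falciparum Hsp90 in place of its own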
Cardiac RTF inh – cardiac RTF calcium desensitization; IANBD-labeled cardiac RTF, Ca2+ fluorescence; AID 493244; 340,000 tested, 0.12% active; P19429+P45379; inhibition, % at 7.15 µM;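 active = inhibition above the mean inhibition of all tested compounds plus 3 SD, cut at about 17% in these data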;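 note: assay run at fixed EC70 calcium of 1.6 mM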
PvdQ acylase – P. aeruginosa PvdQ acylase inhibition | AID 488965 | 340,000 tested, 0.063% active | inhibition, % at 10 µM | purified PvdQ acylase, fluorescence plate reader; in the data active = inhibition above about 30%, passing the limit was not always enough;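 note: 0% = vehicle neutral wells and 100% = reference inhibitor wells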
LANA DNA inh – KSHV C-LANA DNA binding inhibition. inhibition, % at 9 µM. MBP-C-LANA/FAM-LBS DNA binding, fluorescence polarization. 340,000 tested, 0.078% active;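 active = highest replicate inhibition at or above 60% at 9 µM, even if other replicates fall short; inactive = all replicates below 60% inhibition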;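 note: 0% = neutral control wells and 100% = 4 µM acridine orange control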
SUMO Mot1 rescue – SUMOylation pathway inhibition by Mot1-301 growth rescue; growth rescue, % at 18.8 µM; 320,000 tested, 1% active; S. cerevisiae Mot1-301 growth rescue, ATP luminescence, 38.5C; percent above DMSO median, 100 means doubled; AID 2716;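 active = every valid replicate shows activation above 250% relative to neutral control wells; inactive = the rest, any valid replicate at or below 250%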;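 note: OY570 slx delta 5 strain wells were the positive control but not used for scaling; some compounds called inactive have numbers as strong as hits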
dFosB act – activators of mouse delta FosB homodimer | purified delta FosB, TAMRA-CDK5 oligo fluorescence polarization; percent of positive-control signal above neutral wells | activation, % at 25 µM | 340,000 tested, 0.99% active;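 active = mean activation above about 17%, with every replicate also reaching it, limit read from the data, passing the limit was not always enough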;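 note: fluorescence polarization rise as delta FosB binds a TAMRA Cdk5 AP-1 oligo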
Target sequence (P13346 whole entry, looked up): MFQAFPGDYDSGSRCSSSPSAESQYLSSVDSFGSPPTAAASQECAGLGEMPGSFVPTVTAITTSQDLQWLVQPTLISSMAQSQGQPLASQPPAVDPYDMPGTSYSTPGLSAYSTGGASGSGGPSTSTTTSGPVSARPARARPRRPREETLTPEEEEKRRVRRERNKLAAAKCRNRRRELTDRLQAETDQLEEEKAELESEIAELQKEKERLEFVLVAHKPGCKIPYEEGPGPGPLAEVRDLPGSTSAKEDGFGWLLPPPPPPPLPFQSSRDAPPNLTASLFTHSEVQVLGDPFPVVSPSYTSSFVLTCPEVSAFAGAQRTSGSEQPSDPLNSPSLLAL
NSD2 inh – inhibitors of human histone methyltransferase NSD2; inhibition, % at 12.5 µM; O96028; 310,000 tested, 0.54% active; NSD2 peptide methylation, AlphaScreen, 120 min; AID 743445; in the data active = inhibition above about 50%
CDK5 inh – inhibitors of human CDK5/p35 kinase; Recombinant CDK5/p35, ADP-Glo luminescence, 60 min; inhibition, % at 10 µM; 330,000 tested, 0.01% active;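 active = highest replicate inhibition of at least 50% and at least 75% of replicates reaching 50%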;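 note: plate controls were DMSO neutral control for no effect and GW8510 at 10 µM for full effect; many of its hits are not listed in these tables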
RTF Ca sens act – increases calcium sensitivity of human cardiac regulated thin filaments. P19429+P45379. IANBD-labeled TnC RTF fluorescence at EC20 calcium; 0% EC20 calcium, 100% full calcium. activation, % at 7.2 µM. 340,000 tested, 0.24% active. AID 493008;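 active = activation above the mean over all tested compounds plus 3 SD, cut at about 30% in these data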;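 note: rise in fluorescence read as greater calcium sensitivity of cardiac thin filaments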
An asterisk follows results filed as active; . = not tested or not shown.

SMILES | Rtt109 Vps75 | Keap1-Nrf2 PPI | PfHsp90 yeast 2 | Cardiac RTF inh | PvdQ acylase | LANA DNA inh | SUMO Mot1 rescue | dFosB act | NSD2 inh | CDK5 inh | RTF Ca sens act
Cn1nnnc1SCC(=O)N1CCN(Cc2ccccc2)CC1 | -8.9 | 1.4 | -24.4 | -4.4 | -12.3 | -0.1 | -20.2 | 3.8 | -3.2 | -1.2 | -0.5
CCc1ccc(NS(=O)(=O)c2ccc(OC)c(C)c2)cc1 | -1.5 | -2.2 | -36.8 | -9.5 | -10.0 | -0.7 | -3.4 | 2.1 | -0.4 | 0.1 | 2.9
CN1CCN(C(=O)c2ccccc2NC(=O)C(C)(C)C)CC1 | 29.0 | -1.3 | -1.7 | 4.4 | 2.9 | -0.3 | 5.7 | -4.9 | 0.3 | 1.3 | 1.4
CC(C)(C)NC(=O)C1CCC(C)(C(=O)O)C1(C)C (centres undefined) | -5.2 | 1.7 | . | -2.8 | 5.6 | -0.8 | -12.3 | -4.1 | 1.7 | 0.8 | -1.2
COc1cccc(C(=O)NC(=S)Nc2ccccc2N2CCCCC2)c1 | -0.2 | -7.2 | -2.6 | -5.3 | -18.2 | 0.3 | -0.3 | -1.0 | 0.9 | -3.2 | 10.2
CC1=C(C(=O)Nc2ccccc2)C(c2ccco2)C(C#N)=C(SCC(=O)OC(C)C)N1 (centres undefined) | . | -2.4 | . | -12.8 | -10.3 | -0.4 | 3.5 | -6.1 | . | 0.0 | 1.9
O=C(CSc1ccccc1C(=O)O)c1ccc([N+](=O)[O-])cc1 | . | -3.1 | -4.0 | -20.2 | -4.4 | 0.8 | -19.3 | -0.9 | 10.2 | 4.5 | -8.1
NC(=O)c1sc2nc(-c3ccccc3)ccc2c1N | -4.2 | -4.4 | 1.0 | -2.8 | -8.1 | 0.0 | -1.3 | -17.1 | -0.8 | -0.6 | 0.3
Cc1ccc(-n2ccc(=O)c(C(=O)Nc3ccc(S(=O)(=O)N4CCOCC4)cc3)n2)cc1 | 0.5 | -0.7 | 13.8 | 4.0 | -4.3 | 1.2 | 1.5 | -12.6 | 3.4 | -0.2 | 0.2
CC(=O)OC(C)(CCC(C)(OC(C)=O)C(C)=O)C(C)=O (centres undefined) | -3.3 | -1.7 | -1.2 | -2.7 | 3.1 | 0.6 | . | 1.4 | 3.4 | 0.1 | -2.1
CNC(=S)N(Cc1cc2ccc(OC)cc2[nH]c1=O)CC1CCCO1 (centres undefined) | -21.4 | -2.7 | -3.0 | 7.6 | -0.4 | 1.0 | -0.3 | -6.9 | -2.4 | 2.0 | -0.3
Cc1sc2ncn(CC(=O)N3CCC(C(N)=O)CC3)c(=O)c2c1S(=O)(=O)N1CC(C)CC(C)C1 (centres undefined) | -8.4 | -5.2 | 3.6 | 0.1 | -10.6 | 1.5 | -6.8 | -2.0 | 0.6 | -0.6 | -1.8
CNC(=O)CN(c1cc(C)ccc1C)S(C)(=O)=O | -2.9 | -4.9 | 17.9 | 2.7 | -11.9 | 9.6 | 310.7 | 2.3 | 2.6 | -3.1 | 1.3
O=C(COC(=O)c1ccccc1[N+](=O)[O-])NNC(=O)c1cccs1 | -4.1 | -0.5 | -27.0 | -7.7 | -14.0 | 1.4 | -8.0 | -10.1 | -2.8 | 2.4 | -3.7
O=C(NCc1ccccc1)C12CN(Cc3ccccc3)CC1C(c1cccc([N+](=O)[O-])c1)=NO2 (centres undefined) | 4.7 | -9.7 | -11.6 | -3.3 | -19.6 | -0.4 | 76.6 | 3.4 | . | -7.4 | 11.8
COc1ccc2nc(SCc3cccnc3)c(C#N)cc2c1 | -14.3 | 2.1 | -62.8 | -3.4 | -0.6 | 1.5 | -3.4 | -5.2 | -0.4 | 1.6 | 2.2
Cc1ccc(N(CC(=O)NCC2CCCO2)C(=O)CCC(=O)Nc2ccccn2)cc1C (centres undefined) | 2.5 | 2.7 | -47.2 | -6.5 | -17.4 | -0.1 | 284.9 | -0.4 | -1.1 | -0.5 | 4.0
Cc1ccc(S(=O)(=O)NCC(=O)OCCOc2cccc(Cl)c2)cc1 | 13.1 | 2.5 | -17.9 | -4.6 | -6.5 | -0.4 | -3.0 | -5.7 | 0.7 | 1.9 | -0.9
Cc1cc([N+](=O)[O-])c(C)cc1-c1ccc(/C=N/NC(=O)Cn2nnnc2N)o1 | 6.6 | -2.2 | -31.7 | 2.5 | 1.2 | -2.6 | 50.5 | 33.1* | 6.5 | -8.2 | -2.9
Cc1nn(-c2ccccc2)c(C)c1C(=O)OCC(=O)N1c2ccccc2NC(=O)C1(C)C | 11.3 | 0.5 | -3.5 | -15.6 | 7.1 | -1.0 | 76.0 | 0.9 | 0.9 | -0.9 | 8.2
COc1cccc(OC)c1C(=O)NC(=S)Nc1cccc(NC(=O)c2ccco2)c1 | 2.0 | 1.3 | 5.8 | -15.0 | 6.2 | -0.1 | -9.7 | 1.1 | 0.4 | -6.2 | -1.5
COc1ccc2c(c1OC)C(=O)N(c1cccc(NC(C)=O)c1)C2 | . | -2.7 | 11.3 | 1.5 | 4.5 | -1.6 | -16.1 | -20.8 | -1.8 | 2.1 | -7.3
COc1ccc(C(=O)C2CCCN(C(=O)c3cc(C(C)C)no3)C2)cc1F (centres undefined) | . | 2.5 | 26.3 | 7.7 | -10.3 | -1.4 | -3.0 | 0.9 | -0.9 | -2.3 | -3.4
CC1(C)OC(=O)C=C[C@]2(C)[C@H]3CC[C@@]4(C)[C@H](C(=O)O)OC(=O)[C@H]5O[C@]54[C@]3(C)C(=O)C[C@@H]12 | -1.6 | -5.5 | -10.6 | 1.9 | -9.4 | 2.5 | 3.9 | 0.6 | . | 0.9 | 3.9
CCc1ccc(N(CC(=O)NCc2ccc(OC)cc2)C(=O)CCC(=O)Nc2ccccn2)cc1 | 2.9 | -1.7 | -1.0 | -3.5 | -3.8 | -1.6 | 12.6 | -16.4 | -5.3 | 1.3 | 3.6
O=C(CC1NCCNC1=O)Nc1ccc([N+](=O)[O-])cc1 (centres undefined) | 6.0 | -4.1 | -17.5 | . | -1.4 | 1.7 | 189.4 | 6.5 | . | -1.0 | .
CC(NC(=O)c1ccccc1Cl)C(=O)N1CCN(Cc2ccc3c(c2)OCO3)CC1 (centres undefined) | -1.7 | -4.1 | -8.1 | -3.1 | -15.0 | 1.6 | . | -3.0 | -2.3 | -2.6 | -1.3
COc1ccccc1CN1C(=O)CN(C2CCCC2)C(=O)C1c1ccc(F)cc1 (centres undefined) | 4.1 | 5.3 | -11.0 | -4.1 | 2.1 | 0.8 | 3.2 | -0.3 | -1.5 | 0.5 | 2.7
COc1ccc(/C=C/c2nc(S(=O)(=O)c3ccccc3)c(NCCCN(C)C)o2)cc1OC | 0.0 | -6.3 | 2.7 | -5.4 | -14.7 | -2.1 | -9.9 | -7.1 | -4.4 | 1.7 | 1.5
CCOc1ccccc1NC(=O)COc1coc(CN2CCCc3ccccc32)cc1=O | 28.0 | -4.8 | -0.7 | -8.2 | 1.3 | 2.4 | . | -8.1 | -0.1 | 2.2 | -8.4
O=C(Nc1cccs1)Nc1ccccc1Cl | -1.8 | -0.9 | -4.9 | 7.8 | 8.4 | 0.5 | 15.4 | 0.3 | 2.4 | -0.7 | 0.2
O=C(Nc1nc(-c2ccc(F)c(F)c2)cs1)c1cnccn1 | -3.6 | -0.5 | -13.5 | -11.8 | -18.5 | 0.0 | 196.7 | 3.1 | -2.3 | 0.1 | 2.8
CCn1nc(C)cc1C(=O)N1CCCC(N2CCN(c3cccc(Cl)c3)CC2)C1 (centres undefined) | 0.3 | -0.4 | -4.2 | -2.5 | -1.8 | -0.7 | 2.4 | 2.8 | -3.1 | 2.9 | 1.1
CN1CCN(C2=C(Cl)C(=O)N(Cc3ccccc3)C2=O)CC1 | 7.2 | -2.4 | -18.7 | -1.8 | -1.5 | 2.9 | -8.8 | 1.7 | 1.0 | -1.0 | 5.0
CC(=O)NC(=S)NNC(=O)COc1ccc(Br)cc1 | -6.2 | -7.1 | 5.5 | -13.2 | -10.3 | -1.5 | . | -1.4 | . | -4.9 | 13.8
COc1ccccc1OCCNC(=O)c1ccc(Br)cc1 | -1.9 | -1.0 | 97.4* | -13.1 | -21.6 | 0.0 | 17.1 | -3.4 | -3.3 | -1.4 | -0.6
COc1ccc(OC)c(/C=N/NC(=O)CC(=O)NCc2ccccc2)c1 | 4.3 | -4.5 | -14.9 | -7.7 | -6.1 | -2.8 | 11.0 | -1.7 | -2.4 | -0.2 | 4.8
CCOC(=O)C1(CC2CCCCO2)CCN(Cc2cc(F)ccc2-n2cccn2)CC1 (centres undefined) | 5.7 | -6.3 | -22.9 | -9.4 | -12.0 | 0.3 | -7.5 | -3.8 | -0.9 | -1.2 | 1.4
COc1cccc(-c2cc(N)nn2C(=O)Nc2ccc(Cl)cc2)c1 | 7.9 | 1.8 | -2.6 | 7.3 | 9.1 | 1.9 | -0.4 | 3.9 | . | 0.4 | -6.9
O=c1oc2ccc3ccccc3c2c2c1SC(C(F)(F)F)C2 (centres undefined) | -26.2 | -2.9 | -6.7 | -4.6 | -22.2 | 0.1 | 254.1 | -1.7 | -2.3 | -0.5 | -3.7
Cc1ccccc1NC(=O)CSc1nc2scc(C)c2c(=O)[nH]1 | -8.7 | 0.6 | 15.4 | -7.1 | -7.2 | -0.7 | -10.8 | 27.5* | -5.5 | -1.9 | 0.9
CCCn1c(SCC(=O)N2CCN(C(C)=O)CC2)nc2sc3c(c2c1=O)CCC3 | 6.0 | -5.5 | 9.1 | -6.6 | -2.7 | -3.6 | 5.7 | -7.9 | -0.1 | -3.8 | 3.8
O=C(c1ccc2c(=O)n(C3CCCC3)c(=S)[nH]c2c1)N1CCCCCC1 | 1.0 | -3.1 | 8.5 | -6.7 | -9.0 | 0.5 | -5.1 | -19.6 | . | -4.5 | 0.1
CCOc1ccc(OCc2ccc(C(=O)Nc3cccnc3)o2)cc1 | -0.5 | 1.3 | 44.3 | -1.0 | 14.6 | -1.0 | -0.7 | -6.3 | 3.4 | -1.0 | -4.4
CN(C(=O)C1CCC(=O)N(C2CC2)C1)C1CCCCC1 (centres undefined) | -1.7 | -3.0 | -19.2 | -10.5 | -7.8 | 0.8 | 249.6 | 0.2 | -0.7 | 0.6 | -1.7
O=C(NO)c1ccc(C(=O)N(C2CCCCC2)C2CCCCC2)cc1 | 1.1 | -6.4 | . | -7.3 | -44.4 | -2.0 | -15.9 | -2.6 | 4.3 | -4.5 | 3.4
